Screening results deposited in PubChem BioAssay by National Center for Advancing Translational Sciences (NCATS).
Tb PGK inh: qHTS Assay to Find Inhibitors of Phosphoglycerate Kinase; PGK/GAPDH coupled, Kinase-Glo luminescence, 60 min; Potency, µM (doses to about 57.5 µM), for the others: top-dose activity change, negative = inhibition, actives largely listed as inhibitors; Phosphoglycerate kinase, glycosomal (Trypanosoma brucei brucei), P07378; actives 0.043% (n = 380,000); note: % is set by controls: 0 for no effect and ±100 for the full control effect; nearly all actives have a fitted effect of over 60% in size
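Recombinant glycosomal PGK reaction used 1,3-bisphosphoglycerate generated in-well by GAPDH (100nM final) in 100mM TEA pH 7.6, 5mM MgCl2, 0.01% Tween-20. After 60 minutes at room temperature, ATP was read by Kinase-Glo Plus luminescence end-point.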
JMJD2A Tudor: qHTS Assay for Inhibitors of JMJD2A-Tudor Domain; Lysine-specific demethylase 4A (Homo sapiens), O75164; AlphaScreen JMJD2A-Tudor / H3K4me3 peptide binding; Potency, µM (titrated, usually from 114 µM), for the others: at the highest dose activity change, negative = inhibition, actives largely listed as inhibitors; actives 4.4% (n = 390,000); AID 504339, 2011; note: % is set by controls: 0 for no effect and ±100 for the full control effect; nearly all actives have a fitted effect of over 50% in size
GLS inh: qHTS for Inhibitors of Glutaminase (GLS); Potency, µM (doses to about 45.5 µM), without a hit: at the highest dose activity change, negative = inhibition, usual class: inhibitors; GLS enzymatic activity, qHTS titration; actives 0.21% (n = 410,000); Glutaminase kidney isoform, mitochondrial (Homo sapiens), O94925; note: % is set by controls: 0 for no effect and ±100 for the full control effect
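Assay buffer: 45 mM KH2PO4 pH 8.2, 0.02% Tween-20. hKGA acts on L-glutamine (1 mM solution added); product glutamate is reported by an oxidase/peroxidase Amplex Red coupling, with fluorescence taken at baseline and 30 min.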
Pin1 inhibitor: qHTS Assay to Find Inhibitors of Pin1. AID 504891, 2011. Potency, µM (series often up to 115 µM), for inactives: at the highest dose activity, negative = inhibition, most hits filed as inhibitors. actives 0.009% (n = 390,000). Peptidyl-prolyl cis-trans isomerase NIMA-interacting 1 (Homo sapiens), Q13526. Pin1 FP peptide displacement, HiFluor488, 10 min; active = well fitted inhibition curve with a large enough effect in the polarisation, with a control signal flat, not every such curve was filed as active; inconclusive = small, poorly fitted or top-dose-only effect, or effect the other way, or a change in a side signal; inactive = no such curve, though single readings can be large or run the other way; the % refers to the polarisation; note: % is set by controls: 0 for no effect and ±100 for the full control effect
12-LOX inh: Primary qHTS assay for inhibitors of human arachidonate 12S-lipoxygenase (ALOX12): Round 2 | Potency, µM (titrated, usually from 108 µM), for the others: top-dose activity change, negative = inhibition, actives largely listed as inhibitors | purified 12hLO, xylenol orange hydroperoxide absorbance | actives 1.1% (n = 580,000) | AID 1671190, 2021 | Polyunsaturated fatty acid lipoxygenase ALOX12 (Homo sapiens), P18054; note: % is set by controls: 0 for no effect and ±100 for the full control effect
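Hydroperoxide product was detected by ferrous iron/xylenol orange as the 573 to 405 nm absorbance ratio. Arachidonic acid at 40 uM (final) was turned over for 30 min at room temperature by 150 nM human 12hLO, pH 7.0 Hepes buffer, after 15 min compound preincubation.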
rTrxR1 inhibitor: qHTS Assay for Inhibitors of Mammalian Selenoprotein Thioredoxin Reductase 1 (TrxR1): qHTS | Thioredoxin reductase 1, cytoplasmic (Rattus norvegicus), O89049 | recombinant rTrxR1, NADPH fluorescence consumption, selenite substrate | Potency, µM (highest dose often 114 µM), for inactives: top-dose activity change, negative = inhibition, usual class: inhibitors | actives 1% (n = 390,000); note: % is set by controls: 0 for no effect and ±100 for the full control effect; nearly all actives have a fitted effect of over 65% in size
Target sequence (O89049 whole entry, looked up): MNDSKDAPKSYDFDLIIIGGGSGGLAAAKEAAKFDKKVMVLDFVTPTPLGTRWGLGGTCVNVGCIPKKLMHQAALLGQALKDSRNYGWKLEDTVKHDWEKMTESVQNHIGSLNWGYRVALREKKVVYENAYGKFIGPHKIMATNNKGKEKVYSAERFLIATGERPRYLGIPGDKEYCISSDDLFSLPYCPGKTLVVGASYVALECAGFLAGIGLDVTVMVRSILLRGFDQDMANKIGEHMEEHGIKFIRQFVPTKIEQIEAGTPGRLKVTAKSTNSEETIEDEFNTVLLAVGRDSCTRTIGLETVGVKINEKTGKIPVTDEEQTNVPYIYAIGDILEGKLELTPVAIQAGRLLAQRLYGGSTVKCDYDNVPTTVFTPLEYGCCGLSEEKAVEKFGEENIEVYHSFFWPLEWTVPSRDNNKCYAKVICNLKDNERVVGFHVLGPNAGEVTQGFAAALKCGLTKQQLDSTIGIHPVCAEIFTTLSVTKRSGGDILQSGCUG
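Rat TrxR1 (90 nM in the dispensed reagent) was pre-reduced with 400 uM NADPH for 5 min at room temperature, then incubated with compound for 15 min. After 400 uM selenite was added, NADPH fluorescence (Ex 340/Em 450 nm) was followed for 8 min.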
HP1b binding inh: HTS for Inhibitors of HP1-beta Chromodomain Interactions with Methylated Histone Tails; Chromobox protein homolog 1 (Homo sapiens), P83916; Potency, µM (highest dose often 114 µM), for the others: top-dose activity change, negative = inhibition, actives largely listed as inhibitors; actives 0.56% (n = 390,000); AlphaScreen HP1-beta / biotin-H3K9me3 peptide binding; note: nearly all actives have a fitted effect of over 70% in size; inactives centre near 23
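AlphaScreen: HP1-beta (50 nM) preformed 30 min with biotin-H3(1-18)K9me3 peptide (50 nM) in PBS pH 7.4, 0.01% Tween-20. Compound added for 30 min at RT, then streptavidin donor/nickel chelate acceptor beads (10 ug/mL) for 30 min.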
ERG-DNA inh: qHTS for Small Molecule Inhibitors of the ERG Ets/DNA interaction; Transcriptional regulator ERG (Homo sapiens), P11308; fluorescence polarization, His-ERG Ets domain / labelled DNA; Potency, µM (titrated, usually from 76.9 µM), without a hit: top-dose FP activity, negative = inhibition, actives largely listed as inhibitors; actives 0.028% (n = 370,000); AID 624246, 2012; active = well fitted inhibition curve with a large enough effect in the polarisation, with a control signal flat; inconclusive = small, poorly fitted or top-dose-only effect, or effect the other way, or a change in a side signal; inactive = no such curve, though single readings can be large or run the other way; the % refers to the polarisation;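 note: polarization taken with two DNA probes labelled with fluorescein and Texas red; % of control where 0% means no effect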
Target sequence (P11308 whole entry, looked up, the tested form may be a part): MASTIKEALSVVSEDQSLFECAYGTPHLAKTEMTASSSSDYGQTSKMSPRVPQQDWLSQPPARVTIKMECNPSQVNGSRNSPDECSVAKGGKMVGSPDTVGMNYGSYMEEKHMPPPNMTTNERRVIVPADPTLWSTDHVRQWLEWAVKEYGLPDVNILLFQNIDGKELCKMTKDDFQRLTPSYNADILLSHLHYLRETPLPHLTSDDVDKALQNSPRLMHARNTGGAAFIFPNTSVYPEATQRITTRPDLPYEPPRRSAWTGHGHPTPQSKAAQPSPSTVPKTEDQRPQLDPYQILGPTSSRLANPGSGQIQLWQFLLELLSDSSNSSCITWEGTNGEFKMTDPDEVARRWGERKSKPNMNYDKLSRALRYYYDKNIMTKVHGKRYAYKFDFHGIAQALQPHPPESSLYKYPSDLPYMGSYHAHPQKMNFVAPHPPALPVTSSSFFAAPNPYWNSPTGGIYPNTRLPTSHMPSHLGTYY
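His-tagged ERG Ets domain (1 uM in the protein solution; 300mM KCl, 50mM Tris-HCl, 1mM EDTA, 1mM DTT, pH 7.5) received compound, then a probe mix of 5 nM fluorescein-DNA and 100nM Texas-615-DNA. Fluorescence polarization was read for both dyes.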
RGS4 inhibitor: Inhibitors of Regulator of G Protein Signaling (RGS) 4: qHTS | Regulator of G-protein signaling 4 (Homo sapiens), P49798 | Transcreener GDP fluorescence polarization, RGS4-accelerated GTP hydrolysis | Potency, µM (top dose mostly 114 µM), without a hit: at the highest dose activity change, negative = inhibition, usual class: inhibitors | actives 0.039% (n = 390,000) | AID 504845, 2011; note: % is set by controls: 0 for no effect and ±100 for the full control effect; nearly all actives have a fitted effect of over 75% in size; some results filed as inactive show a strong effect at the top dose
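MLSMR compounds (23 nl, pin-transferred) preincubated 10 min at room temperature with a 500nM (2x) first reagent, then RGS4 at 900nM (2x) plus Transcreener GDP mix added; fluorescence polarization (620/688 nm) read before and after 90 min at 30 °C.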
Numbers without * were called inactive; i = inactive; ? = inconclusive; nt = no result given; [ ] = another dose, or the depositor's remark. Unless noted, calls come from the whole dose curve; as a rule, active = well fitted curve in the direction sought with a large enough effect; inconclusive = small, poorly fitted or top-dose-only effect, or another doubt; inactive = no such curve, though single readings can be large; an effect the other way counts as inactive or inconclusive. Potency is the fitted concentration of half-maximal effect. Only part of the results is shown; the hit share may differ from the screen's.

1) Cc1cc(C(=O)CSc2n[nH]c(N)n2)c(C)n1-c1cc(F)ccc1F
2) O=C(NCC(c1cccnc1)N1CCN(Cc2ccccc2)CC1)C(=O)Nc1ccc(Cl)cc1 (stereo not given)
3) CCNC(=S)NC1CC2CCCC(C1)N2Cc1ccc(C)cc1 (stereo not given)
4) O=C(O)c1cccc(Cn2c(Cl)c(/C=N/NC(=O)c3cccc(O)c3)sc2=O)c1
5) Cc1cc(/C=N/O)c(C)n1-c1cccc(Cl)c1

screen / no.,1,2,3,4,5
Tb PGK inh,-2%,0%,-5%,-11%,-1%
JMJD2A Tudor,-28%,-17%,-5%,-14%,?
GLS inh,-2%,2%,3%,12%,20%
Pin1 inhibitor,-10%,-1%,1%,-16%,10%
12-LOX inh,?,-9%,?,2%,-29%
rTrxR1 inhibitor,-7%,16%,2%,-8%,-10%
HP1b binding inh,5%,12%,52%[activator],11%,?
ERG-DNA inh,6%,-1%,4%,10%,-11%
RGS4 inhibitor,-35%,3%,-3%,-15%,1%

6) C=CC[n+]1c(-c2ccccc2)csc1NC(C)(C)C
7) CCOC(=O)C1CC(C)=C(C)CC1C(=O)O (stereo not given)
8) Cn1c(=O)[nH]c(=O)c2c1nc(Br)n2Cc1cccc(Br)c1
9) COc1cccc(CNC(=O)N2CCC(CN3CCC(C)CC3)CC2)c1
10) O=C(COc1ccc2ccccc2c1)NC1CC1

screen / no.,6,7,8,9,10
Tb PGK inh,i,-6%,i,0%,0%
JMJD2A Tudor,-15%,-5%,-9%,-4%,3%
GLS inh,1%,-3%,-3%,-4%,-1%
Pin1 inhibitor,0%,3%,-5%,-2%,-7%
12-LOX inh,-6%,0%,-13%,4%,-14%
rTrxR1 inhibitor,34%[57.1 µM],16%[57.1 µM],24%,10%[57.1 µM],1%
HP1b binding inh,?,27%,6%,19%,38%
ERG-DNA inh,12%,15%,58%[activator],3%,-2%
RGS4 inhibitor,-8%,2%,-19%,-3%,-23%

11) Cn1c(SCc2n[nH]c(=S)n2-c2ccccc2)nnc1-c1ccccc1
12) Cc1cccc(CN2CCN(CC(=O)N3CCCC3)C2=O)c1
13) COc1cc(-c2noc(-c3ccc(NC4CCCCC4)c([N+](=O)[O-])c3)n2)cc(OC)c1OC
14) NC(=O)N(CCC(=O)O)c1ccccc1
15) Cc1cc(C(F)(F)F)nn1CC(=O)NNC(=S)Nc1ccc(Cl)cc1

screen / no.,11,12,13,14,15
Tb PGK inh,-4%,4%,-4%,-6%,-8%
JMJD2A Tudor,18µM*,7%,-23%,9%[57.1 µM],-7%
GLS inh,17%,-1%,-10%,4%,9%
Pin1 inhibitor,-13%,-3%,2%,-6%,0%
12-LOX inh,-14%,0%,-23%,8%,-16%
rTrxR1 inhibitor,-28%,6%,-13%,6%,-7%
HP1b binding inh,31%,22%,12%,16%,-4%
ERG-DNA inh,2%,-1%,2%,-7%,-7%
RGS4 inhibitor,-3%,-16%,-10%,-20%,-6%

Arranged by number of heavy atoms (largest number first): 3 of the compounds above.
4) O=C(O)c1cccc(Cn2c(Cl)c(/C=N/NC(=O)c3cccc(O)c3)sc2=O)c1
9) COc1cccc(CNC(=O)N2CCC(CN3CCC(C)CC3)CC2)c1
5) Cc1cc(/C=N/O)c(C)n1-c1cccc(Cl)c1

screen / no.,4,9,5
Tb PGK inh,-11%,0%,-1%
JMJD2A Tudor,-14%,-4%,?
GLS inh,12%,-4%,20%
Pin1 inhibitor,-16%,-2%,10%
12-LOX inh,2%,4%,-29%
rTrxR1 inhibitor,-8%,10%[57.1 µM],-10%
HP1b binding inh,11%,19%,?
ERG-DNA inh,10%,3%,-11%
RGS4 inhibitor,-15%,-3%,1%

(cont.)
16) S=C(NCc1ccccn1)Nc1ccccc1
17) CCCNC(=S)N1CCN(c2nc(C)nc3sc4c(c23)CCCC4)CC1
18) O=C(NC(=S)N1CCCC1)c1ccccc1
19) COc1ccc(N2C(=NC(C)=O)SC3CS(=O)(=O)CC32)cc1OC (stereo not given)
20) CCOc1ccc(N2CC(O)=C(c3ccccc3)C2=N)cc1

screen / no.,16,17,18,19,20
Tb PGK inh,9%,4%,-3%,-1%,-4%
JMJD2A Tudor,-2%,-27%,-23%,-4%,-10%
GLS inh,-6%,0%,-1%,5%,0%
Pin1 inhibitor,5%,-4%,-3%,-4%,4%
12-LOX inh,-2%,-26%,0%,4%,?
rTrxR1 inhibitor,20%,3%[57.1 µM],10%[57.1 µM],3%[57.1 µM],19%[11.4 µM]
HP1b binding inh,34%,19%,2%,19%,19%
ERG-DNA inh,9%,-9%,6%,0%,-13%[15.4 µM]
RGS4 inhibitor,-6%,0%,-1%,9%,6%

21) CCCc1cc(C(=O)Nc2c(C)n(C)n(-c3ccccc3)c2=O)no1
22) COc1cc(C)ccc1OCCOCCOc1ccccc1[N+](=O)[O-]
23) Cc1cn(Cc2ccccc2Cn2cc(C)c(=O)[nH]c2=O)c(=O)[nH]c1=O
24) CCN(CC(O)CON=C1c2ccccc2-c2ccccc21)S(=O)(=O)c1ccc(C)cc1 (stereo not given)
25) COc1ccc(-c2nnc(SC(C)C(=O)NCc3ccc4c(c3)OCO4)n2Cc2ccco2)cc1 (stereo not given)

screen / no.,21,22,23,24,25
Tb PGK inh,-1%,-6%,5%,-2%,1%
JMJD2A Tudor,-4%,-11%,0%,-10%,-28%
GLS inh,2%,2%,7%,1%,4%
Pin1 inhibitor,4%,11%,2%,19%,0%
12-LOX inh,-7%,-1%,0%,-1%,0%
rTrxR1 inhibitor,1%,-14%,14%[57.1 µM],-9%,?
HP1b binding inh,34%,28%,38%[activator],49%,8%
ERG-DNA inh,15%,-4%,0%,4%,-12%
RGS4 inhibitor,-1%,-9%,-13%,-15%,-16%

26) Cc1ccc(S(=O)(=O)NCC2CCC(C(=O)NCc3ccc4c(c3)OCO4)CC2)cc1 (stereo not given)
27) C=CCN(C(=O)CNC(=O)c1ccco1)C(C(=O)NC1CCCC1)c1ccc(OC)cc1 (stereo not given)
28) Cc1ccc(NNC(=O)c2ccc(Cl)cc2)nn1
29) Cc1ccc(C(=O)N2CCN(S(=O)(=O)c3ccccc3)CC2)s1
30) O=C(Cc1ccc(Cl)cc1)NCCCNC(=O)c1cccnc1

screen / no.,26,27,28,29,30
Tb PGK inh,nt,-8%,i,i,-1%
JMJD2A Tudor,-8%,-11%,-10%,-12%,-1%
GLS inh,0%,-19%,30%,12%,-8%
Pin1 inhibitor,4%,-1%,?,-5%,1%
12-LOX inh,9%,-23%,-2%,-4%,29%
rTrxR1 inhibitor,4%,10%[0.0914 µM],2%,2%,20%
HP1b binding inh,21%,14%,54%[activator],19%,17%
ERG-DNA inh,-13%,4%,-13%,1%,2%
RGS4 inhibitor,-6%,-8%,8%,0%,-6%

31) Cc1ccccc1CNC(=O)C(=O)NCC1CCCN1S(=O)(=O)c1cccs1 (stereo not given)
32) CC1CN(C(=O)Nc2ccc3c(c2)OCCO3)CC(C)O1 (stereo not given)
33) N#CCc1ccc(NS(=O)(=O)c2cccs2)cc1
34) O=C(CSc1cccc[n+]1[O-])Nc1ccc(C(F)(F)F)cc1[N+](=O)[O-]
35) CC(=O)Oc1ccc(/C=N\NC(=O)c2cc3c(ccc4ccccc43)o2)cc1
36) CCCCc1nnc(NC(=O)c2ccc3c(=O)n4c(nc3c2)CCC4)s1
37) CCCSc1nc2sc3c(c2c(=O)n1CC)CC(C)(C)OC3
38) Cc1nnc(NC(=O)C2CCCN(S(=O)(=O)c3ccccc3C(F)(F)F)C2)s1 (stereo not given)

screen / no.,31,32,33,34,35,36,37,38
Tb PGK inh,-9%,7%,-4%,-3%,-1%,0%,-3%,i
JMJD2A Tudor,-22%,-15%,-1%,-4%,?,-21%,40%[activator],-16%
GLS inh,-2%,6%,21%,-2%,-10%,0%,-2%,-8%
Pin1 inhibitor,15%,1%,5%,-3%,5%,5%,0%,-4%
12-LOX inh,-20%,0%,0%,-1%,?,7%,0%,-10%
rTrxR1 inhibitor,7%,10%[57.1 µM],9%,-5%,53%[activator],0%[57.1 µM],1%,-10%
HP1b binding inh,13%,18%,11%,31%,38%,-6%,38%[activator],17%
ERG-DNA inh,3%,3%,-5%,-7%,5%,-4%,-7%,8%
RGS4 inhibitor,-7%,-2%,20%,0%,-5%,-3%,3%,-8%
